Source: PubChem (several laboratories)
CSN deneddyl inh: blocks human CSN-mediated cullin deneddylation; Q92905; Purified CSN, SCF-Nedd8-OG deneddylation, fluorescence polarization; inhibition, % at 12.5 µM; 0.38% of 360,000 active; AID 651999;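 active = pattern-corrected inhibition above about 35%, with an unprinted fluorescence ratio check between 0.5 and 1.5, limit read from the data, passing the limit was not always enough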;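 also: 0% = enzyme with substrate and 100% = substrate without enzyme; some results filed as inactive read as strong as hits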
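Detection – fluorescence polarization · System – HEK293T-derived human Csn5 enzyme · Controls – substrate-only high control, full reaction low control · Timing – 90 min, room temperature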
Rpn11 block: Rpn11 (human) deubiquitinase inhibition; 0.59% of 360,000 active; calls only at 20 µM; human 26S proteasome, Ub4-pepOG fluorescence polarization; 20S core pre-blocked with epoxomicin; O00487;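 active = inhibition at 20 µM, scaled to each plate's controls, above about 33%, limit read from the data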
MLLE-PAM2 inh: blocks PAM2 peptide binding to the PABP1 MLLE domain; GST-MLLE / FITC-PAM2 fluorescence polarization; 0.36% of 360,000 active; P11940; inhibition, % at 20 µM; in the data active = inhibition above about 35%, passing the limit was not always enough;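 also: plate controls were DMSO wells with GST-MLLE for no effect and wells lacking GST-MLLE protein for full effect; some results filed as inactive read as strong as hits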
SKN-1 block: C. elegans SKN-1 inhibition | C. elegans VP596 Pgst-4::GFP/RFP ratio, acrylamide-induced, 24 h | inhibition, % at 21.8 µM | 0.49% of 360,000 active | AID 624304;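 active = interference check ratio from 0.5 to 1.5 plus GFP to RFP signal ratio inhibition reaching or exceeding a fixed threshold, cut at about 30% in these data, passing the limit was not always enough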; also: some compounds called inactive have numbers as strong as hits
Neddyl block: inhibitors of human cullin neddylation | P61081+Q13564 | TR-FRET cullin neddylation, biochemical | calls only at 25 µM | 0.58% of 360,000 active; in the data active = inhibition above about 36%
MT1-MMP act inh: blocks activation of human MT1-MMP; 0.061% of 360,000 active; GFP/RFP ratio change, % at 20 µM; P50281; AID 651647; HT1080 RFP-PRO-GFP cells, GFP/RFP ratio fluorescence, overnight; percent of plate control window, DMSO zero;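 active = GFP/RFP ratio change of at least 30% with cell ATP level not reduced by more than half and red fluorescence within 50% of control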; also: strong numbers were not always called active
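Test system: HT1080 cells expressing an RFP-PRO-GFP fluorescent reporter construct / Compound dosing: single-point 20 µM compound, 1% DMSO / Schedule: cells overnight before dosing, compound overnight, 37 °C, 5% CO2 / Evaluation: GFP/RFP fluorescence ratio / Control set: DMSO and RFP-L50D-GFP cell wells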
FAS TE block: blocks the thioesterase domain of human fatty acid synthase | P49327 | recombinant FAS-TE, OMFH fluorogenic substrate, fluorescence endpoint | inhibition, % at 15 µM | 0.67% of 360,000 active | AID 602261;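 active = compounds whose normalised, plate-corrected inhibition of enzyme fluorescence in the single-dose primary screen is 50% or more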;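 also: 0% = DMSO with enzyme and 100% = substrate without enzyme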
NadD block: blocks S. aureus nicotinate mononucleotide adenylyltransferase; purified NadD enzyme, colorimetric absorbance read-out; inhibition, % at 20 µM; 0.78% of 360,000 active; in the data active = inhibition above about 26%; also: some compounds past the cut are filed as inactive
Rin1-Abl PPI inh: inhibitors of human Rin1-Abl protein interaction; P00519+Q13671; TR-FRET Rin1/Abl binding, biochemical; inhibition, % at 7.35 µM; 0.4% of 360,000 active; AID 588664; in the data active = inhibition above about 5%, passing the limit was not always enough
* marks the source's active call; other numbers are inactive results; i = inactive; x = not tested or not shown. Not a hit list; 3.9% or so of the library scored in one or more.

SMILES | CSN deneddyl inh | Rpn11 block | MLLE-PAM2 inh | SKN-1 block | Neddyl block | MT1-MMP act inh | FAS TE block | NadD block | Rin1-Abl PPI inh
Cc1cc(C)c(S(=O)(=O)N2CCCCC2CCNC(=O)C(=O)NCc2ccco2)c(C)c1 (centres undefined) | -2 | i | 5 | -3 | i | -10 | 13 | -5 | 0
COc1ccccc1CC(=O)Nc1cccc(C(=O)NN2C(=O)c3ccccc3C2=O)c1 | -10 | i | 15 | 15 | i | -2 | -5 | 1 | 0
O=C(NCc1ccco1)C(c1cccnc1)N(C(=O)Cn1nnc2ccccc21)c1ccccc1 (centres undefined) | 6 | i | 7 | 0 | i | -3 | 1 | -4 | 0
Cc1cccc(C(=O)Nc2oc(-c3ccccc3)cc2C#N)c1 | -3 | i | -6 | 12 | x | -4 | 0 | 9 | 3
COC(=O)c1cc2ccccc2n1Cc1ccc(Cl)nc1 | -5 | i | 8 | 13 | i | -2 | 21 | -4 | 0
Cc1ccccc1NC(=O)c1ccc(NC(=O)c2ccco2)cc1 | 0 | i | 4 | 5 | i | 5 | -5 | 8 | -3
CC(C)CNC(=O)CC(=O)N/N=C/c1ccc(F)cc1 | -1 | i | -6 | 5 | i | 1 | -11 | -3 | -1
COC(=O)[C@H](Cc1c[nH]c2ccccc12)NCc1cccc(B(O)O)c1 | 0 | i | 1 | -22 | i | 0 | -11 | 2 | -5
Cc1[nH]c2ccccc2c1Cc1nnc(SCc2ccccc2)o1 | -9 | i | -67 | -13 | i | 1 | 23 | -4 | 1
CN1C(=O)c2ccccc2C(C(=O)NCc2ccco2)C1c1c[nH]c2ccccc12 (centres undefined) | -3 | i | 11 | 9 | i | -1 | 3 | -8 | 0
O=C(CSc1nnc(-c2ccc(C(F)(F)F)cn2)o1)Nc1cccc(Cl)c1 | 4 | i | 9 | 11 | i | 1 | -5 | -2 | 4
Cn1c2c(c(=O)n(C)c1=O)C1c3cc(Cl)ccc3OCC1CO2 (centres undefined) | -2 | i | -7 | 9 | i | 1 | 1 | -7 | 0
CC(=O)c1cccc(NC(=O)N2CCC(NC(=O)C3CCCCC3)CC2)c1 | 0 | i | 10 | -5 | i | -3 | -6 | 0 | 0
COc1cccc(C2CC(=O)Nc3cc4c(cc32)CCC4)c1 (centres undefined) | -6 | i | -23 | -7 | i | -7 | 1 | 2 | 1
COc1cc(OC)cc(-c2nnc(NC(=O)c3ccc4c(c3)OCCO4)o2)c1 | -6 | i | 0 | 4 | i | 8 | 0 | 16 | 4
CC(C)N(C(=O)[C@H]1C[C@H](CC(=O)NCc2cccc(C(F)(F)F)c2)C(=O)N2CCc3c([nH]c4cc(-c5ccco5)ccc34)[C@]12C)C(C)C | 4 | i | -1 | 8 | x | -4 | 17 | 9 | 1
O=c1ccc2cc(S(=O)(=O)NCc3ccccc3)ccc2[nH]1 | -3 | i | 7 | -1 | i | 4 | -9 | -2 | 0
C[C@@H]1CN([C@@H](C)CO)C(=O)c2cc(Br)cnc2O[C@H]1CN(C)C(=O)CN1CCOCC1 | -1 | i | 13 | -8 | i | -1 | -6 | -2 | 4
CCOC(=O)/C(C#N)=C1/C=CNC(=O)N1 | -3 | i | 13 | -8 | i | -3 | 4 | 1 | -2
O=C(NNc1cccc(Cl)n1)Nc1cccc(Cl)c1 | 2 | i | -6 | -7 | i | -2 | 4 | 2 | 5
O=C(NNC(=O)C1CCCC1)c1cc([N+](=O)[O-])cc([N+](=O)[O-])c1 | 1 | i | -4 | 11 | i | 0 | 2 | -1 | 6
O=C(CNC(=O)c1cccc(Br)c1)N/N=C/c1cccnc1 | -5 | i | 11 | -3 | i | 6 | -4 | 1 | 1
CC(C)(C)C(=O)Nc1c(Cl)cccc1OC(F)(F)F | 0 | i | 14 | 3 | i | x | -3 | -4 | 2
CCCOc1ccc(-c2nc(SCc3ccccc3)[nH]c(=O)c2C#N)cc1OC | -4 | i | 5 | 1 | i | 2 | 18 | 16 | 5
O=c1[nH]n(-c2ccc([N+](=O)[O-])cc2)c(=O)c2ccccc12 | 4 | i | -15 | 45 | i | 9 | -2 | -4 | 1

Four of these compounds in a different format:
Below each compound – CSN deneddyl inh	Rpn11 block	MLLE-PAM2 inh	SKN-1 block	Neddyl block	MT1-MMP act inh	FAS TE block	NadD block	Rin1-Abl PPI inh
- Cc1[nH]c2ccccc2c1Cc1nnc(SCc2ccccc2)o1
→ -9	i	-67	-13	i	1	23	-4	1
- CC(C)CNC(=O)CC(=O)N/N=C/c1ccc(F)cc1
→ -1	i	-6	5	i	1	-11	-3	-1
- O=C(CSc1nnc(-c2ccc(C(F)(F)F)cn2)o1)Nc1cccc(Cl)c1
→ 4	i	9	11	i	1	-5	-2	4
- COc1ccccc1CC(=O)Nc1cccc(C(=O)NN2C(=O)c3ccccc3C2=O)c1
→ -10	i	15	15	i	-2	-5	1	0

The list continues.
SMILES | CSN deneddyl inh | Rpn11 block | MLLE-PAM2 inh | SKN-1 block | Neddyl block | MT1-MMP act inh | FAS TE block | NadD block | Rin1-Abl PPI inh
Cc1cc(C(=O)O/N=C(\N)c2ccc(C(C)(C)C)cc2)no1 | -1 | i | 15 | -13 | i | 2 | 10 | -9 | 2
c1ccc(-c2nnc(OCc3cccnc3)c3ccccc23)cc1 | -5 | i | -13 | 15 | i | -4 | 2 | -4 | -5
CC1CCCN(C(=O)CNC(=O)c2cccs2)C1 (centres undefined) | -5 | i | -14 | 3 | i | 0 | -3 | -3 | 4
COc1ccc(NC(=O)CN(C)C(=O)CC2CCCCC2)cc1 | -1 | i | 13 | -3 | i | x | -6 | -3 | 3
CC(=O)OC(C)C[N+](C)(C)C (centres undefined) | -1 | i | -8 | -9 | i | 4 | -4 | -7 | -3
COCCC(=O)N1CCCC(N2CCN(c3ccc(F)cc3)CC2)C1 (centres undefined) | -4 | i | -11 | 0 | i | 2 | -5 | 0 | -5
Cc1cccc(C)c1OCC(=O)OCC(=O)Nc1ccc(Cl)cn1 | 5 | i | -12 | 13 | i | 0 | 0 | -5 | 4
CCOC(=O)c1c(C)oc2c1c(C(c1ccccc1)N1CCOCC1)c(O)c1ccccc12 (centres undefined) | 0 | i | 10 | 15 | i | -14 | 34 | 18 | -1
CC(C)CNC(=S)NNC(=O)c1csc2c1CCCC2 | -3 | i | -11 | 2 | i | 2 | -6 | 10 | -4
CC(/C=C/c1ccccc1)=N/NC(=O)c1cnccn1 | 4 | i | -2 | 4 | i | -2 | -6 | -2 | -1
CC(=O)NC1CSCC1OC(C)=O (centres undefined) | -4 | i | 14 | 0 | i | 3 | -7 | -3 | -5
COc1cccc(CN(C)C(=O)COc2cccc3c2OC(C)(C)C3)c1OC | 0 | i | 10 | 1 | i | 3 | -2 | -4 | -1
Cc1ccc(-c2nnc(N3CCN(C(=O)COc4ccccc4)CC3)c3ccccc23)cc1 | 3 | i | 0 | -11 | i | 7 | 10 | 16 | -3
O=C1N=C(N2CCOCC2)S/C1=C1\C(=O)N(Cc2ccccc2)c2ccccc21 | -1 | i | -3 | 4 | i | 1 | -16 | -5 | -1
NC(=O)c1c(NC(=O)c2ccc(S(=O)(=O)N3CCOCC3)cc2)sc2c1CCCCC2 | 1 | i | 10 | 7 | x | 0 | -7 | -9 | -1
Cc1c(Cc2ccccc2)sc(NC(=O)c2ccco2)c1C(N)=O | -2 | i | 19 | 9 | x | -3 | 3 | -1 | 0
CC(C)[C@H](NC(=O)CCn1nnc2ccccc2c1=O)C(=O)O | -5 | i | -6 | 2 | i | -1 | -8 | 0 | 1
O=C(CCCOc1ccccc1)Nc1ccc(Cl)cn1 | 1 | i | -11 | -1 | i | -1 | 3 | 6 | 2
COc1ccc2[nH]c(=O)c(CN(CC3CCCO3)C(=O)Nc3ccc(F)cc3)cc2c1 (centres undefined) | -3 | i | 8 | 22 | i | -3 | -4 | 4 | 0
O=C(NCc1cccc(Cl)c1)c1ccc(CS(=O)Cc2ccccc2Cl)o1 (centres undefined) | 1 | i | 1 | 8 | i | 4 | -1 | -6 | -6
CCN1C(=O)c2cccc3c(S(=O)(=O)Nc4ccccc4O)ccc1c23 | 2 | i | -10 | -9 | i | 16 | -6 | 5 | 6
O=C(/C=C/NNC(=O)c1ccc(Cl)cc1)c1ccccc1 | -2 | i | 0 | 2 | i | 7 | 9 | 4 | -1
COc1c([N+](=O)[O-])c(=O)n(-c2ccccc2)c2ccccc12 | 2 | i | 5 | -7 | i | 0 | -3 | -4 | 0
COCCNC(=O)C(c1ccc(O)cc1)N(Cc1ccccc1)C(=O)CCC(=O)Nc1nccs1 (centres undefined) | 2 | i | 1 | 18 | i | 0 | -3 | 3 | -3
CCOc1cc(CNCCc2ccc(S(N)(=O)=O)cc2)ccc1OCc1ccc(Cl)cc1 | 4 | i | -12 | -10 | i | -10 | -8 | 9 | 1

The list goes on.
SMILES | CSN deneddyl inh | Rpn11 block | MLLE-PAM2 inh | SKN-1 block | Neddyl block | MT1-MMP act inh | FAS TE block | NadD block | Rin1-Abl PPI inh
COc1ccc(OCc2nc3c4cc(OC)c(OC)cc4nc(=S)n3[nH]2)cc1 | 6 | i | -46 | 2 | i | 17 | 18 | 20 | -5
COc1ccccc1CNC(=O)Cn1nnc(-c2ccncc2)n1 | 6 | i | -3 | -4 | i | -4 | -8 | 9 | 2
O=C(Nc1ccccc1Cl)c1c(F)c(F)c(F)c(F)c1F | -4 | i | 10 | -2 | i | -2 | 2 | -2 | -2
CC(=Nc1ccc(C)c(C)c1)C1=C(O)CCC1=O | -4 | i | 11 | -17 | i | 3 | -8 | -3 | -2
COc1ccc(Br)cc1CNC(=O)C1CCCN(S(C)(=O)=O)C1 (centres undefined) | -1 | i | -1 | 9 | i | 3 | -4 | -3 | -3
CN(C)C1=NCCN1CC1CCCC1 | -4 | i | -3 | 13 | i | 1 | -13 | -3 | -1
COc1cc(OC)c2c(c1O)OC(c1ccccc1)CC2=O (centres undefined) | 3 | i | -4 | 7 | i | 0 | -2 | -6 | 16*
C=CCN1C(=O)CC(C(=O)NC)SC1=Nc1ccc(C(=O)OCC)cc1 (centres undefined) | -1 | i | 23 | 20 | i | 3 | -6 | -1 | 4
COC(=O)CC(c1ccc(C(C)C)cc1)n1cccc1 (centres undefined) | -6 | i | -20 | -7 | i | -3 | 7 | -1 | 1
CCOC(=O)N1CCN(C(c2cccnc2)c2ccc3cccnc3c2O)CC1 (centres undefined) | -2 | i | 38* | 6 | i | 9 | 3 | 3 | -1
COc1ccc(C2/C(=C(/O)c3ccccc3)C(=O)C(=O)N2c2ccccn2)cc1OC (centres undefined) | 2 | i | 5 | 10 | i | 1 | -6 | -3 | 1
CN(Cc1ccccc1)C(=O)CN1C(=O)NC2(CCCCCCC2)C1=O | 2 | i | -7 | -2 | i | 10 | -4 | -3 | -2
COc1ccc(NC(=O)CNC(=O)Cn2cnc3sc(C)c(C)c3c2=O)cc1OC | 0 | i | 18 | 10 | i | 1 | -3 | 2 | 4
COc1cccc(Oc2ccc(C(F)(F)F)cc2NC(=O)CN2C(=O)NC3(CCCC3)C2=O)c1 | 1 | i | -84 | 21 | i | 3 | 4 | -2 | -1
N#Cc1ccc(C(=O)NC2CCCc3ccccc32)cc1 (centres undefined) | -3 | i | -9 | -1 | i | 5 | 2 | 1 | 1
COc1ccccc1NC(=O)OCC#CCOC(=O)Nc1ccccc1OC | 3 | i | -6 | 1 | i | -2 | 23 | -17 | 1

Look-ups from the list:
Entry for CC(=Nc1ccc(C)c(C)c1)C1=C(O)CCC1=O in FAS TE block: -8
Entry for COc1cc(OC)c2c(c1O)OC(c1ccccc1)CC2=O (centres undefined) in MT1-MMP act inh: 0
Entry for COc1cccc(Oc2ccc(C(F)(F)F)cc2NC(=O)CN2C(=O)NC3(CCCC3)C2=O)c1 in FAS TE block: 4
